# Hck Nef HTS: inhibitors of Nef-activated human Hck kinase, primary screen, biochemical, Z-Lyte FRET, 384-well, Hck-YEEI; Tyrosine-protein kinase HCK (Homo sapiens), P08631; Recombinant Hck-YEEI plus Nef, Z-Lyte FRET kinase assay; inhibition, % at 20 µM; hit rate 0.68% among 220,000;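 active = Hck-Nef kinase inhibition above about 50%, limit read from the data; inactive = inhibition below that limit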;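 note: 0% = DMSO with Hck plus Nef and 100% = Hck alone without Nef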
# Target sequence (P08631 whole entry, looked up): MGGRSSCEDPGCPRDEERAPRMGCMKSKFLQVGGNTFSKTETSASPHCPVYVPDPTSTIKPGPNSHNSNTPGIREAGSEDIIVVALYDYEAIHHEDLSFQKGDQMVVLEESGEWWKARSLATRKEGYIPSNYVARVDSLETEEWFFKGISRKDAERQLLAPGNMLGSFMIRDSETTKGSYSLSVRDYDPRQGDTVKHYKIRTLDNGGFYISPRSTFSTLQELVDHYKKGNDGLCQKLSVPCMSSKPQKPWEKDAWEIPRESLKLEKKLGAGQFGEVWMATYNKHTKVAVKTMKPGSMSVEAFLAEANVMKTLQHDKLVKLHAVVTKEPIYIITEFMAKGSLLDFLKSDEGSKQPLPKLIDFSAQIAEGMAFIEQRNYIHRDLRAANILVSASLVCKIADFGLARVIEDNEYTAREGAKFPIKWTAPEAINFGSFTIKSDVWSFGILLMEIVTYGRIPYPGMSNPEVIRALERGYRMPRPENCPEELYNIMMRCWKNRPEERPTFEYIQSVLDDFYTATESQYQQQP
# Runt-CBFb FRET: inhibitors of RUNX1 Runt–CBFb binding, primary screen, biochemical, FRET, Cerulean-Runt, Venus-CBFb, uHTS; Runt-related transcription factor 1 (Homo sapiens) + Core-binding factor subunit beta …; Cerulean-Runt/Venus-CBFb FRET ratio 530/480, 1 h; inhibition, % at 20 µM; hit rate 0.46% among 220,000;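 active = inhibition over about 50% at 20 µM in the single-dose screen, limit read from the data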;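 note: 0% = DMSO wells and 100% = excess unlabeled CBFb competitor control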
#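 Assay system: Cerulean-Runt domain fusion protein, energy donor; Signal: fluorescence energy transfer, 422 nm excitation, 530/480 nm emission; Timing: 1 h compound exposure, room temperature; Control set: unlabeled CBFb; Medium: Tris buffer pH 7.5 with salts and BSA; Compound: single test concentration of 20 µM, 1% DMSO final; Probe or stimulus: Venus-CBFb 100 nM.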
# PERK inh: block of dimerizer-induced PERK translation repression, primary screen, PERK inhibitor project, CHO PERK-DD cells, SEAP luminescence, HTS | inhibition, % at 5.6 µM | Eukaryotic translation initiation factor 2-alpha kinase 3 (Homo sapiens), Q9NZJ5 | hit rate 0.17% among 220,000 | CHO PERK-DD fusion, SEAP luminescence translation reporter;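 active = inhibition above the mean inhibition of all tested compounds plus 3 SD, set separately per screening campaign, cut at about 2.9% in these data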;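 note: PERK kinase domain activated by AP20187 dimerizer at 100 nM; 0% = DMSO with dimerizer and 100% = rapamycin at 8.4 µM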
# Runt-SMMHC FRET: inhibitors of RUNX1 Runt–CBFb-SMMHC binding, primary screen, biochemical, FRET, Cerulean-Runt, Venus-CBFb-SMMHC, uHTS. AID 1434, 2008. hit rate 0.74% among 220,000. Runt-related transcription factor 1 (Homo sapiens) + Core-binding factor subunit beta …. inhibition, % at 20 µM. Cerulean-Runt/Venus-CBFb-SMMHC FRET ratio 530/480, 1 h;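 active = mean inhibition across duplicate retests at 20 µM reaching about 50%, limit read from the data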;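 note: 0% = DMSO wells and 100% = wells with excess untagged CBFb-SMMHC; inhibitors lower the FRET ratio by blocking Runt binding to CBFb-SMMHC; some results filed as inactive read as strong as hits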
# EP2 antag: human EP2 receptor antagonists, primary screen, TR-FRET cAMP, C6 glioma cells; Prostaglandin E2 receptor EP2 subtype (Homo sapiens), P43116; C6 glioma cells expressing human EP2; cells stimulated with saturating PGE2; hit rate 0.52% among 260,000; inhibition, % at 25 µM;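 active = percent inhibition above 40 after rounding to a whole number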;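 note: rat C6 glioma host cells with rolipram phosphodiesterase inhibitor present; the protocol text gives 20 µM as final concentration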
# Target sequence (P43116 whole entry, looked up): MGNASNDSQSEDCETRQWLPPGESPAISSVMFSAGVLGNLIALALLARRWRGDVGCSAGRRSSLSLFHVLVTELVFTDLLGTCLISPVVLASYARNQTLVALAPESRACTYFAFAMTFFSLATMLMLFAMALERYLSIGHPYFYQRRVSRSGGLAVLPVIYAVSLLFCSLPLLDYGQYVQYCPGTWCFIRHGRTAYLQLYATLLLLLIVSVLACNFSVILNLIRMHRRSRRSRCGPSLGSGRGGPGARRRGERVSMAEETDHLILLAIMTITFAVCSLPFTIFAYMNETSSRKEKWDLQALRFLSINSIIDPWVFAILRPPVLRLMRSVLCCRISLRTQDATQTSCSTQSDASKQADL
# TNF death inh: inhibitors of TNF-alpha triggered necroptosis, primary screen, cell-based, Jurkat FADD-/-, single concentration; Jurkat FADD-/- TNF necroptosis rescue, ATP luminescence, 24 h; 0 = TNF only, 100 = no-TNF cells; activation (protection from cell death), % at 10 µM; hit rate 0.068% among 220,000; AID 463075, 2010;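 active = activation, meaning protection from cell death, of at least 50% relative to plate controls; inactive = activation below 50%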;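 note: necroptosis triggered by 40 ng/mL TNF-alpha added together with compound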
# EP2 mod: EP2 receptor modulators, cAMP readout, primary screen, cell-based, HTRF cAMP, PGE2 stimulation; EP2-expressing cells, cAMP HTRF FRET, PGE2 co-stimulation; induction, % at 25 µM; Prostaglandin E2 receptor EP2 subtype (Homo sapiens), P43116; hit rate 0.83% among 260,000; AID 940, 2007;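 active = compounds whose cAMP rise, as percent of the full-agonist control response, exceeds 60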;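 note: rat C6 glioma line stably carrying human EP2 under a CMV promoter; the protocol text gives 20 µM as final concentration; 100% = response of wells given 1 µM PGE2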
# L929 necroptosis: inhibitors of zVAD-triggered necroptosis, primary screen, L929 cells | L929 zVAD necroptosis rescue, ATP luminescence, 24 h; with zVAD 60 µM | viability rescue, % at 10 µM | hit rate 0.38% among 220,000;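 active = activation, scaled between plate controls, above about 75%, limit read from the data; inactive = activation under that limit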;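 note: 0% = zVAD with DMSO and 100% = DMSO alone without zVAD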
# RBBP9 inhibitor: human RBBP9 inhibitors, primary screen, biochemical, fluorescence polarization, FP-Rh probe, HTS | recombinant RBBP9 | inhibition, % at 7.94 µM | hit rate 0.2% among 220,000;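 active = inhibition above the campaign mean of all tested compounds plus 3 SD, cut at about 14% in these data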;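 note: plate controls were DMSO wells with RBBP9 for no effect and wells lacking RBBP9 protein for full effect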
# Target sequence (O75884 whole entry, looked up): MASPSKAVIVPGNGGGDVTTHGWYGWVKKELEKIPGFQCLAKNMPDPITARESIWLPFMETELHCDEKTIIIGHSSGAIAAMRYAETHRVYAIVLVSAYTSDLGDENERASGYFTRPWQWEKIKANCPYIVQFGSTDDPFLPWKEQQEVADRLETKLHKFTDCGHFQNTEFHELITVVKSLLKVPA
#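 System: RBBP9 protein / Quantity: 2.5 µM RBBP9 dispensing solution, before mixing / Also added: Serine-hydrolase probe FP-Rh, 375 nM pre-mixing / Dosing: 7.94 µM single dose, 0.794% DMSO / Timing: enzyme-compound preincubation 30 min, then probe labeling 45 min, 25 °C / Signal: FP readout at 525/598 nm / Controls: DMSO-treated enzyme wells and wells lacking RBBP9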
# An asterisk follows results filed as active; x = no result given.
SMILES,Hck Nef HTS,Runt-CBFb FRET,PERK inh,Runt-SMMHC FRET,EP2 antag,TNF death inh,EP2 mod,L929 necroptosis,RBBP9 inhibitor
N#C/C(C(=O)NCc1ccco1)=C1/SC(Cc2ccc(F)cc2)C(=O)N1c1ccccc1 (stereo not given),-10,10,0.2,7,9,-5.1,2,-0.6,-3
COCCn1c(-c2cccs2)nc2nc3ccccc3nc21,31,41,0.7,87*,4,3.1,4,0.0,-4
O=C(c1cccnc1)N1N=C(C2CCCCC2)CC1(O)C(F)(F)F (stereo not given),21,0,0.2,-6,12,-0.1,30,-0.1,-7
Cc1nc2ccc(NC(=O)NCCCO)cc2s1,-1,0,-0.7,-2,17,0.3,21,0.1,-1
O=C(N/N=C/C=C/c1ccco1)C(O)c1ccccc1 (stereo not given),4,x,1.4,x,3,0.2,x,-0.1,-3
Cc1ccc2cc(CN(Cc3ccco3)C(=S)NCC3CCCO3)c(=O)[nH]c2c1C (stereo not given),8,11,-1.4,6,16,2.3,24,0.6,-3
COC(=O)[C@@H]1C[C@H]2CC[C@H](O)C[C@H]2N1Cc1ccc(N2CCN(C)CC2)cc1,27,0,x,0,13,-1.5,-9,-0.5,x
CCC(=O)Nc1nc(C)c(C(=O)NC2CCCCC2)s1,-5,1,0.5,1,5,1.0,20,0.3,-5
CCCc1cc(=O)[nH]c(-n2[nH]c3c(c2=O)CCCC3)n1,-1,0,0.2,-2,x,-7.0,29,-0.1,3
O=C(CSc1ccc2nnc(-c3ccccc3)n2n1)N1CCCc2ccccc21,3,-2,-0.6,-5,11,-1.8,-20,-0.1,-7
COC(C(=O)NC1CCCCCCC1)c1ccccc1 (stereo not given),-1,-2,0.3,2,8,7.7,-6,1.0,-4
Cc1nn(CC(=O)NCCCc2ccccc2)c(C)c1[N+](=O)[O-],-4,0,1.4,0,1,0.9,-17,0.3,-7
CC(CCc1ccccc1)NC(=O)/C=C/c1ccc(Cl)cc1 (stereo not given),3,1,0.7,0,11,3.8,-96,1.3,-4
CCOC(=O)C1(CC2CCCCO2)CCN(C(=O)Nc2ccccc2)CC1 (stereo not given),-3,2,0.8,-6,6,1.3,10,0.9,-1
COC(=O)CSc1nnc(SCc2ccccc2)s1,5,-3,0.7,0,7,1.0,42,1.0,-2
CN(C)/C(Cn1cncn1)=C1/N=C(c2c(F)cccc2F)OC1=O,4,4,0.7,-1,3,-1.8,5,-1.2,4
O=S(=O)(c1ccccc1F)N1CCN(C(=S)NCc2ccccc2)CC1,20,2,1.6,-4,8,2.5,-34,43,-7
NC(=O)c1c[nH]c2ccccc12,20,0,1.7,-2,11,-0.8,-9,1.2,0
CS(=O)(=O)N1CCN(C(=O)c2cc(-c3cccnc3)nc3ccc(Br)cc23)CC1,16,-1,0.4,-6,9,0.1,16,0.7,3
O=C(c1ccc2c(c1)OCCO2)C1CCN(S(=O)(=O)c2ccc(F)cc2)CC1,3,0,0.7,-1,6,0.8,-8,-0.1,-8

# Next section; it opens with the two that closed the last part.
SMILES,Hck Nef HTS,Runt-CBFb FRET,PERK inh,Runt-SMMHC FRET,EP2 antag,TNF death inh,EP2 mod,L929 necroptosis,RBBP9 inhibitor
CS(=O)(=O)N1CCN(C(=O)c2cc(-c3cccnc3)nc3ccc(Br)cc23)CC1,16,-1,0.4,-6,9,0.1,16,0.7,3
O=C(c1ccc2c(c1)OCCO2)C1CCN(S(=O)(=O)c2ccc(F)cc2)CC1,3,0,0.7,-1,6,0.8,-8,-0.1,-8
Cc1ccc(NC(=O)CN(C)CC(=O)Nc2cccc(F)c2)cc1S(=O)(=O)N1CCCCCC1,22,-4,1.2,-2,3,2.6,-16,1.9,-7
CC(=O)c1ccc(NC(=S)N2CCC(O)CC2)cc1,0,0,0.9,0,6,1.4,-7,0.5,-6
CCN(CC)S(=O)(=O)c1cccc(NC(=O)Nc2cccc(C(F)(F)F)c2)c1,24,0,-1.6,-3,4,-7.4,-8,-0.1,-71
N[C@@H](Cc1ccc(O)cc1)c1nnc([C@H](CCC(=O)O)NC(=O)C2CCNCC2)o1,-9,0,1.7,-2,19,0.3,-5,0.1,-9
Cc1cc(C)n2nc(SCc3nnc(-c4cccs4)o3)nc2n1,14,2,0.4,0,7,0.8,7,1.1,-7
Cc1cc(C)cc(C(=O)NCCCc2ccccc2)c1,10,1,0.5,-2,11,1.6,-35,0.5,-1
Cc1cc2c(=O)oc(-c3ccccc3Br)nc2s1,15,-2,1.2,-2,5,-3.9,-18,0.1,11
COc1cccc(NC(=O)CSc2nnc(CNC(=O)c3ccccc3)n2C)c1,-10,0,0.5,4,2,-0.2,5,-1.1,-1
Cc1ccc(-n2nnnc2-c2cccnc2)cc1,9,2,1.1,-1,12,2.6,7,0.3,4
Cc1cc(NC(=O)c2ccccc2)nc2c1c(=O)oc1ccccc12,26,-2,1.5,0,10,1.4,-23,0.0,-5
Cn1c(Cl)c(/C=N/OC(=O)c2ccccc2Cl)c2ccccc21,0,0,0.6,-8,12,-5.0,18,0.9,-11
O=C(c1cc2ccccc2o1)N1CCN(S(=O)(=O)c2cccs2)CC1,-1,2,-0.3,-3,16,-1.6,-34,0.4,-4
COCCN(C(=O)/C=C/c1cccc([N+](=O)[O-])c1)c1c(N)n(Cc2ccccc2)c(=O)[nH]c1=O,12,-1,0.4,1,10,1.1,-19,-0.3,2
COc1ccc([N+](=O)[O-])cc1NC(=O)Nc1cccc(Cl)c1,3,-1,0.2,-6,3,2.0,-13,x,-7
Cc1cc([N+](=O)[O-])c(NC2CCCCC2)c([N+](=O)[O-])c1,1,x,0.6,x,4,-3.3,x,0.1,-1
O=C(NCc1ccco1)c1ccc(Cl)c(S(=O)(=O)N2CCc3ccccc32)c1,2,0,-0.3,2,9,1.7,-9,0.6,-4
CN(C)C(C(=O)Nc1cc(Cl)cc(Cl)c1)c1ccccc1 (stereo not given),21,0,0.7,2,1,3.0,12,2.2,-4
COc1ccc(C)cc1NC(=O)C(NC(=O)c1cc(OC)c(OC)c(OC)c1)C(C)C (stereo not given),20,-7,0.3,0,5,2.6,-4,-0.8,4
CCN(CC)C(=O)c1cnn(-c2ccccc2)c1NC(=O)c1cccs1,6,-6,-1.1,-2,16,-1.4,4,0.4,-2
CC(C)(C)NC(=O)C1N(c2cccnc2)C(=O)C2C(C(=O)Nc3ccccc3)C3(C)C=CC21O3 (stereo not given),-15,1,0.1,3,1,0.7,18,-0.2,-7
CCCSc1nn2c(=O)c3ccccc3nc2s1,9,26,-0.5,-2,6,1.1,6,0.5,4
COc1ccc(NC(=O)Nc2ccccc2C(=O)N2CCCC2)cc1,6,-1,-0.4,-3,10,0.7,8,0.0,-10
O=C(N/N=C1\CC2CC=CC12)c1ccc(COc2ccccc2)cc1 (stereo not given),4,-4,0.9,4,10,2.8,-37,0.7,4
Cc1nc(NCCc2ccccc2)c(C#N)c(C)c1[N+](=O)[O-],-2,-2,0.3,-2,13,0.0,24,1.0,-6
CCOCCCn1c(=S)[nH]c2cc(C(=O)N3CCOCC3)ccc2c1=O,1,-2,-0.1,2,5,-1.0,-2,0.0,6
Cc1cccc2cc(CN(CCN3CCOCC3)C(=O)NCc3ccccc3)c(=O)[nH]c12,0,0,0.7,-1,17,1.8,-6,1.9,2
Cc1ccc(NC(=O)Cn2c(C)cc(C)c(C#N)c2=O)c(Cl)c1,0,-1,-0.1,-1,2,0.8,0,0.3,-7
Cc1cccc(NC(=O)NCC(c2cccnc2)N2CCOCC2)c1 (stereo not given),-2,0,0.9,6,x,0.7,17,1.2,-4
Cn1cccc1C(C#N)c1ccccc1C#N (stereo not given),18,1,0.1,-2,6,0.1,2,1.1,-7
COC(=O)c1sc(N)c(C(=O)OC)c1CSc1nnnn1C,1,-1,-0.1,-1,13,-3.4,10,-0.3,-4
O=[N+]([O-])c1cc2c(cc1/C=N/Nc1nc(N3CCCC3)nc(N3CCCC3)n1)OCO2,0,14,-0.2,6,6,1.7,6,1.7,-2
Nc1cccnc1Sc1cc(Cl)c(Cl)cc1Cl,0,33,-0.7,2,4,-0.3,48,0.1,-7
Cc1ccc(C(=O)NCC(=O)OC(C)C(=O)Nc2ccc(N(C)C)cc2)cc1C (stereo not given),22,1,0.4,7,7,0.0,14,2.1,-10
O=C(Cn1c(=O)n(-c2ccc(F)cc2)c(=O)c2sccc21)N1CCCC1,-1,0,-0.8,5,6,-1.7,2,-0.2,-12
CCCN(CCC)CCCNC(=O)c1cc2c(=O)[nH]c3ccccc3c2n1C,2,1,1.2,2,12,1.9,-8,0.4,2
COc1ccc(C(NC(=O)c2ccccc2F)NC(=O)c2ccccc2F)cc1,1,1,0.0,4,7,1.3,8,-0.4,6
CCNC(=O)COc1ccc(OCc2ccccc2)cc1,10,-2,0.8,-1,6,2.4,-13,0.0,-4
O=C(CSc1nnnn1-c1ccccc1)NCc1cccs1,0,1,-0.9,1,3,-0.1,14,0.1,-6
O=C(CCC(=O)c1cccs1)NCc1ccncc1,24,0,1.2,1,3,0.3,21,0.9,-6
NC(=NC(=O)c1ccccc1)C1=C(O)CCC1=O,-1,-2,0.0,-9,6,0.0,-18,0.0,-3
CCN(CC)CCNCc1ccc(-c2ccc(Cl)cc2)o1,1,5,0.3,6,11,2.4,-19,3.2,-1
Cc1nc2cccc(C(=O)Oc3ccc([N+](=O)[O-])cc3)c2o1,5,0,0.4,-3,7,-3.6,-19,-0.4,-3
CCCN1CCC(NC(=O)CCc2nnc(-c3ccccc3)o2)CC1,1,2,1.3,1,6,0.9,-7,0.7,1
CC(C)=CCN1CCN(Cc2cccn2-c2nccs2)CC1CCO (stereo not given),23,1,0.5,-4,5,2.0,-5,-0.4,-7
CC1(C)CC(=O)C(Sc2nnc(-c3ccc(NS(C)(=O)=O)cc3)n2Cc2ccco2)C(=O)C1,7,7,0.8,2,1,0.5,18,1.7,-5

# Compound activity: PubChem BioAssay, several laboratories

# These rows are one share of the data; rates above refer to the full screens.
